DT40 TDP1 no CPT: qHTS for Inhibitors of human tyrosyl-DNA phosphodiesterase 1 (TDP1): qHTS in cells in absence of CPT; Potency, µM (top dose mostly 46.2 µM), for inactives: top-dose activity change, negative = growth inhibition, most hits filed as inhibitors; AID 686978, 2013; DT40 Tdp1-/- hTDP1 cells, no CPT, ATP luminescence, 48 h; 15% of 420,000 active; further: nearly all actives have a fitted effect of over 55% in size
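DT40 Tdp1-/-;hTDP1 cells, no CPT (DMSO vehicle only), 400 cells/well; compounds pin-transferred; ≥48 hr, 37 °C; CellTiter-Glo 30 min RT dark, luminescence read.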
DT40 TDP1 CPT: qHTS for Inhibitors of human tyrosyl-DNA phosphodiesterase 1 (TDP1): qHTS in cells in presence of CPT. Potency, µM (highest dose often 46.2 µM), for the others: at the top dose activity change, negative = growth inhibition, hits mostly inhibitors. 12% of 420,000 active. AID 686979, 2013. chicken DT40 Tdp1-/-;hTDP1 cells + 20 nM CPT, ATP luminescence, 48 h; further: nearly all actives have a fitted effect of over 55% in size
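Cell growth measured by CellTiter-Glo luminescence after a minimum 48 h, 37 C compound exposure with 20 nM CPT in Tdp1-knockout DT40 cells stably expressing hTDP1, seeded 400/well; qHTS titration format.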
KAT2A inh: qHTS Assay for Inhibitors of GCN5L2 | Potency, µM (series often up to 58.9 µM), without a hit: at the highest dose activity change, negative = inhibition, usual class: inhibitors | Histone acetyltransferase KAT2A (Homo sapiens), Q92830 | GCN5L2 HAT assay, ThioGlo1 CoA-SH fluorescence | 0.21% of 390,000 active
Target sequence (Q92830 whole entry, looked up): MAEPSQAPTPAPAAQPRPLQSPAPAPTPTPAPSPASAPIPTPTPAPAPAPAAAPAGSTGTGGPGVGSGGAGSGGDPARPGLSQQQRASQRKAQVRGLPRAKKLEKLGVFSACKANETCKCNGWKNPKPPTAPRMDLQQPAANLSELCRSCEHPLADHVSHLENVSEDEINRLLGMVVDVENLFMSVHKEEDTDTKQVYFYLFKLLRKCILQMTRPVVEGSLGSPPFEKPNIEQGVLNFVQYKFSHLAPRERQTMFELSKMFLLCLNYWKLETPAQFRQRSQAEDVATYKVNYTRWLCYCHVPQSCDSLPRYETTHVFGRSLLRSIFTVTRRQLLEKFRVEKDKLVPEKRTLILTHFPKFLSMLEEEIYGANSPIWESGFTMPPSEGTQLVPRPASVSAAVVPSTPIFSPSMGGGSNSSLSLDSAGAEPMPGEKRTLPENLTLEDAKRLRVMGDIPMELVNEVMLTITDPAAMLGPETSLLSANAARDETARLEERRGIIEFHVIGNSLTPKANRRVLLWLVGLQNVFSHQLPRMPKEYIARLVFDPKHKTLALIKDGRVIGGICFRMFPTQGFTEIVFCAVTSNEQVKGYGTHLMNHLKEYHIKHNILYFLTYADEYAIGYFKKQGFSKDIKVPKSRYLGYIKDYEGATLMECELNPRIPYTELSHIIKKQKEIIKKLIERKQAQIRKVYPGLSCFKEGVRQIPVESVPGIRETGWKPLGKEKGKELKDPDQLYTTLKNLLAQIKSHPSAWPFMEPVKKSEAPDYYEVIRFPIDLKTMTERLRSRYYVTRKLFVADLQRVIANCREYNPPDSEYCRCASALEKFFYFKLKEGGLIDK
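Compounds, pin-transferred from DMSO stocks, meet 20nM GCN5L2 for 15 min before the reaction begins with H3(1-25) peptide (75uM) and acetyl-CoA (70uM). Thiol-reactive ThioGlo1 reports CoA release over 20 min at room temperature.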
Active calls of the source: *; u = inconclusive; x = not tested or not shown; ! = not active in a repeat; [ ] = dose if it differs, or a comment. The call rests on the fitted dose curve; in most records, active means well fitted curve in the direction sought with a large enough effect; inconclusive means small, poorly fitted or top-dose-only effect, or another doubt; inactive means no such curve, though single readings can be large; an effect the other way counts as inactive or inconclusive. On the % scale 0 is the no-effect control and ±100 the full control effect; potency means the concentration at half of the fitted maximal effect.

SMILES	DT40 TDP1 no CPT	DT40 TDP1 CPT	KAT2A inh
CCC(=O)c1ccc(OCC(=O)Nc2ccc(S(=O)(=O)Nc3cc(C)nc(C)n3)cc2)cc1	-9%	-19%	-4%
CCOc1ccc(OCC(=O)N2CCOCC2)cc1	3%	2%	1%
CCOC(=O)C1=C(C)NC(=O)NC1c1ccc(N2CCC(c3ccccc3)=N2)cc1 (stereo not given)	-13%	-5%	-18%
COc1ccc(C(=O)N(Cc2ccco2)Cc2ccco2)cc1	u	u	-4%
COC(=O)c1[nH]c(C)c(/C(O)=C2\C(=O)C(=O)N(CCN3CCOCC3)C2c2ccc(C)o2)c1C (stereo not given)	11%	1%	-6%
CC1(C)Cc2ccccc2-c2c1c(=O)n(Cc1ccccc1)c1nnnn21	u	u	-5%
COc1ccccc1N1CCN(c2cc(=O)n(-c3ccccc3Cl)c(=O)[nH]2)CC1	-16%	-21%	-5%
CS(=O)(=O)N(Cc1ccc(C(=O)NN=C2CCCCCC2)cc1)c1ccccc1	u	u	1%
Cc1ccc(NCc2nnc(SCC(=O)c3ccccc3)o2)c(C)c1	u	u	-8%
CNc1c(NC(=O)COc2ccc(Cl)cc2)c(=O)oc2ccccc12	5%	2%	-6%
COc1ccc(CCN2C(=NC(=O)CCC(=O)O)SC3CS(=O)(=O)CC32)cc1OC (stereo not given)	1%	4%	-7%
CCOC(=O)c1[nH]c(COC(=O)CCOc2ccccc2OC)c(C(=O)OCC)c1C	-7%	-21%	0%
CCOC(=O)C1CCCN(CC(=O)c2c[nH]c3ccc(C)cc23)C1 (stereo not given)	u	u	2%
COc1cc(/C=C2\CC/C(=C\c3ccc(OCCO)c(OC)c3)C2=O)ccc1OCCO	23µM*	u	-6%
Cc1ccc2nc(CS)[nH]c2c1	u	u	x
O=C(CNCC1CCCO1)Nc1ccc(N2CCCCCC2)cc1 (stereo not given)	-13%	-22%	-2%
CC(C)NC(=O)c1ccc(-c2cccc(C(F)(F)F)c2)o1	-29%	9%	-10%
Cc1nc2ccc(OC(=O)c3ccccc3)cc2s1	-25%	0%	-8%
CC(O)CNc1nc(Cl)c(C#N)s1 (stereo not given)	11%	12%	-6%
Cc1c(C)c2c(OCC(=O)Nc3cccnc3)cc3c(c2oc1=O)CCC(C)(C)O3	-25%	-19%	-3%
CC(=O)Nc1ccc(NC(=O)c2ccc(NS(=O)(=O)c3cc(C(C)(C)C)cc(C)c3C)cc2)cc1	u	-20%	-6%
COC(=O)c1cc2c(C)nn(C)c2s1	0%	18%	-4%
CCOC(=O)[C@]12CCC=C1N(Cc1ccc(Cl)cc1Cl)C(=O)[C@H](CC(=O)NCCC(C)C)C2	21µM*	u	x
CN1CCN(c2nc3c(c(=O)[nH]c(=O)n3C)n2Cc2ccc([N+](=O)[O-])cc2)CC1	-12%	3%	0%
Cc1cn(S(=O)(=O)c2ccccc2[N+](=O)[O-])cn1	-13%	-7%	-1%
Cc1cccc(N(C)S(=O)(=O)c2ccc3c(c2)CCC(=O)N3)c1	-15%	-19%	-14%
Cc1cc(C)c2c(C)c(C(=O)NCc3ccncc3)oc2c1	-18%	-30%	-2%
CCOC(=O)C1CCN(c2ncnc3c2c(-c2ccccc2)cn3-c2ccc(C)c(Cl)c2)CC1	1%	1%	-2%
CC(=O)c1cccc(-c2ccnc3c2CC(C(=O)Nc2ccc4c(c2)OCO4)O3)c1 (stereo not given)	2.3µM*	4.1µM*	x
O=[N+]([O-])c1ccc(N2CCN(S(=O)(=O)c3ccc(Cl)cc3)CC2)cc1NCc1cccnc1	u	u	-2%
COc1ccc(-n2ncc3c(N4CCC(C(N)=O)CC4)ncnc32)cc1	-5%	u	2%
C/C(=N\Oc1cccc(F)n1)c1ccc(Cl)cc1Cl	-21%	-17%	-5%
Fc1ccc(-n2nnc(-c3ccccc3Cl)n2)cc1	-7%	9%	-8%
O=C(CCS(=O)(=O)Cc1ccccc1F)NCCCN1CCCCC1	-11%	-1%	-4%
COc1ccc(-c2csc(-n3cccn3)n2)cc1	5%	13%	-17%
C[C@@H]1Oc2ccccc2C=C1/C=C/C(=O)O	-15%[9.04 µM]	6%[9.04 µM]	x
CC1(C(=O)Nc2cccc3ccccc23)CCN1C(=O)Cc1ccc(Cl)cc1Cl (stereo not given)	u	-105%	x
CCCc1nccn1S(=O)(=O)c1cc(OC)ccc1OC	2%	-10%	4%
Cc1ccc(S(=O)(=O)N2CCC(C(=O)NNC(=O)c3ccccc3)CC2)cc1	3%	-13%	2%
O=C(NCCN1CCCCC1)c1ccc(/C=N/O)nc1	-19%	-2%	-5%
CCc1ccc(OCC(=O)Nc2nnc(C3CCCC3)s2)cc1	-1%	11%	-13%
Cn1c(CNC(=O)c2ccco2)nnc1SCC(=O)Nc1ccc(Cl)cc1	-26%	-16%	-26%
O=C(Nc1cc2c3c(c1)CC(=O)N3CCC2)c1ccc(F)cc1	u	-25%	-1%
CC(=O)c1ccc(NC(=O)CN(C)S(=O)(=O)c2cnc[nH]2)cc1	1%	-3%	-4%
CC(=O)c1ccccc1NS(=O)(=O)c1c(C)nn(-c2ccccc2)c1C	u	u	-23%
O=[N+]([O-])c1cccc(NN=Nc2ccccc2)c1	-1%	-21%	-15%
COc1ccc(C2=NS(=O)(=O)N(C)C(C(=O)NCc3ccc4c(c3)OCO4)=C2)cc1	u	-22%	u
COc1cc(OC)cc(C(=O)NCCNC(=O)c2ccccn2)c1	-25%	-10%	-1%
COc1ccc(-c2ccc(CCC(=O)O)n2-c2cc(OC)ccc2OC)cc1	u	u	x
CCOCCCNC(=S)NCCNc1nc2c(C)cccc2cc1C#N	u	u	-6%
O=C(Nc1ccc(F)c(Cl)c1)N1CCN(C(=O)c2nsc3ccccc23)CC1	u	u	-6%
Cc1ccc2[nH]c(=O)c(CN(Cc3ccco3)Cc3nnnn3Cc3ccccc3)cc2c1	16µM*	u	x
Cc1ccccc1N1CCN(S(=O)(=O)c2nnc(NC(=O)c3ccco3)s2)CC1	11%	-18%	-6%
CC(C)CN(C1CCS(=O)(=O)C1)S(=O)(=O)c1ccc2ccccc2c1 (stereo not given)	u	-2%	-4%
CCCCN1C[C@H](Cc2ccccc2)[C@@H](CC(=O)NCc2ccc(OC)cc2)C1=O	22µM*!	18µM*	0%
Clc1cccc(-c2ccc(C=Nc3ccc(N4CCOCC4)cc3)o2)c1	u	u	-2%
CCCCNC(=O)C1c2ccccc2OCC(=O)N1Cc1cccnc1 (stereo not given)	-23%	5%	x
O=C(COC(=O)c1cccc(Cl)c1)Nc1cc(Cl)ccc1Oc1ccccc1	u	u	-4%
CCC(CC)NC(=O)CN1CCN(S(=O)(=O)c2cccs2)CC1	-3%	11%	-6%
Cn1c(SCC(=O)c2ccccc2)ncc(C(=O)Nc2ccccc2)c1=O	21µM*	u	1%

Further records.
SMILES	DT40 TDP1 no CPT	DT40 TDP1 CPT	KAT2A inh
CCOc1cc(C=C(C#N)C#N)ccc1Oc1ccc([N+](=O)[O-])cn1	13µM*	18µM*	4%
CCc1ccc(/C=C2/SC(=S)N(CC(=O)Nc3nc4ccccc4s3)C2=O)cc1	-4%	-3%	-10%
Cc1ccc(OCC(=O)N(Cc2sccc2C)C2CCS(=O)(=O)C2)cc1 (stereo not given)	-23%	-10%	-4%
CC(C)OC(=O)CCC1(C(=O)O)CCC(=O)NC1 (stereo not given)	-7%	-4%	-3%
Cc1nn(CC(=O)NCc2cccc(Br)c2)c(=O)c2c1sc1ccccc12	-4%	-16%	u
COc1ccc(CCN(C)Cc2c(O)ccc3cc(Br)ccc23)cc1OC	-23%	u	-10%
Cc1cccc(NC(=O)CSc2nc3ccc(NC(=O)c4ccccc4)cc3s2)c1	6.5µM*	8.2µM*	-7%
Cc1ccccc1-n1cc(CNCc2c(C(=O)N(C)C)nc3ccc(Cl)cn23)cn1	u	u	20%
COc1cc(OC)cc(C(=O)Nc2cc(-c3nc4ccccc4s3)ccc2OC)c1	-3%	0%	-1%
O=C(NCc1cccnc1)C(=O)NC1CCCCC1	15%	5%	16%
COCCN(C(=S)Nc1ccc(OC)c(Cl)c1)C1CCN(C(C)=O)CC1	-11%	-9%	x
Cc1c(C(=O)O)oc2c1C(O)CCC2 (stereo not given)	0%	3%	-1%
Cc1cc(NC(=O)Cn2c(=O)oc3cc(S(=O)(=O)N4CCCC4)ccc32)ccc1Br	15µM*	21µM*	u
CC1(C(=O)Nc2ccc(Cl)c(C(F)(F)F)c2)Cc2c(-c3ccc(C(N)=O)cc3)ccnc2O1 (stereo not given)	15µM*	18µM*	x
Cc1ccc(C2CC(C(F)(F)F)n3nc(C(=O)NCc4ccco4)cc3N2)cc1 (stereo not given)	-27%	-22%	-9%

As a working copy, some entries already given.
SMILES	DT40 TDP1 no CPT	DT40 TDP1 CPT	KAT2A inh
CCCCNC(=O)C1c2ccccc2OCC(=O)N1Cc1cccnc1 (stereo not given)	-23%	5%	x
O=C(COC(=O)c1cccc(Cl)c1)Nc1cc(Cl)ccc1Oc1ccccc1	u	u	-4%
CCC(CC)NC(=O)CN1CCN(S(=O)(=O)c2cccs2)CC1	-3%	11%	-6%
Cn1c(SCC(=O)c2ccccc2)ncc(C(=O)Nc2ccccc2)c1=O	21µM*	u	1%
CCOc1cc(C=C(C#N)C#N)ccc1Oc1ccc([N+](=O)[O-])cn1	13µM*	18µM*	4%
CCc1ccc(/C=C2/SC(=S)N(CC(=O)Nc3nc4ccccc4s3)C2=O)cc1	-4%	-3%	-10%
Cc1ccc(OCC(=O)N(Cc2sccc2C)C2CCS(=O)(=O)C2)cc1 (stereo not given)	-23%	-10%	-4%
CC(C)OC(=O)CCC1(C(=O)O)CCC(=O)NC1 (stereo not given)	-7%	-4%	-3%
Cc1nn(CC(=O)NCc2cccc(Br)c2)c(=O)c2c1sc1ccccc12	-4%	-16%	u
COc1ccc(CCN(C)Cc2c(O)ccc3cc(Br)ccc23)cc1OC	-23%	u	-10%
Cc1cccc(NC(=O)CSc2nc3ccc(NC(=O)c4ccccc4)cc3s2)c1	6.5µM*	8.2µM*	-7%
Cc1ccccc1-n1cc(CNCc2c(C(=O)N(C)C)nc3ccc(Cl)cn23)cn1	u	u	20%
COc1cc(OC)cc(C(=O)Nc2cc(-c3nc4ccccc4s3)ccc2OC)c1	-3%	0%	-1%
O=C(NCc1cccnc1)C(=O)NC1CCCCC1	15%	5%	16%
COCCN(C(=S)Nc1ccc(OC)c(Cl)c1)C1CCN(C(C)=O)CC1	-11%	-9%	x
Cc1c(C(=O)O)oc2c1C(O)CCC2 (stereo not given)	0%	3%	-1%
Cc1cc(NC(=O)Cn2c(=O)oc3cc(S(=O)(=O)N4CCCC4)ccc32)ccc1Br	15µM*	21µM*	u
CC1(C(=O)Nc2ccc(Cl)c(C(F)(F)F)c2)Cc2c(-c3ccc(C(N)=O)cc3)ccnc2O1 (stereo not given)	15µM*	18µM*	x
Cc1ccc(C2CC(C(F)(F)F)n3nc(C(=O)NCc4ccco4)cc3N2)cc1 (stereo not given)	-27%	-22%	-9%

The listing continues.
SMILES	DT40 TDP1 no CPT	DT40 TDP1 CPT	KAT2A inh
O=C(O)c1ccc2c(c1)OCCOCCOCCOCCOCCO2	1%	5%	-2%
C/C=C1\NC(=O)[C@H](C)NC(=O)[C@@H](NC(=O)[C@@H](Cc2ccc(O)cc2)NC(=O)[C@@H](NC(=O)/C(C)=C/C)C(C)C)[C@@H](C)OC(=O)[C@H](CCCCc2ccc(O)cc2)NC(=O)[C@@H](CCC(=O)OC)NC1=O	3%	-2%	x
Cc1ccc2c(c1)NC(=O)[C@@]1(C)[C@@H](c3ccccc3)[C@H]3COc4ccccc4[C@@H]3N1C2=O	u	u	-16%
O=C(Nc1cccnc1)c1ccc2c(c1)C(=O)N(Cc1cccnc1)C2=O	-14%	-2%	-15%
CC(OC(=O)Cc1c(F)cccc1Cl)C(=O)NC1(C#N)CCCCC1 (stereo not given)	-4%	-10%	2%
CCN(CC)CCN(C)c1ccc(N2C(=O)C3CC=CCC3C2=O)cc1[N+](=O)[O-] (stereo not given)	-5%	12%	-2%
CC1=Nc2ccccc2N=C(NC(=O)c2ccccc2)C1c1ccc(Cl)cc1 (stereo not given)	21µM*	u	-8%
CCN(CC)C(=O)CSc1nnc([C@@H](N)Cc2ccccc2)o1	-13%	-3%	1%
COc1ccccc1Sc1nc(-c2ccccn2)ncc1OC	2.9µM*	10µM*	-1%
CN1CCN(C2Cc3ccccc3Sc3cc(C(F)(F)F)ccc32)CC1 (stereo not given)	16µM*	u	x
O=C(COC(=O)CCNS(=O)(=O)c1cccs1)Nc1cc(C(F)(F)F)ccc1Cl	22%	-12%	0%

High-throughput results from PubChem.
